Screens deposited in PubChem by several laboratories.
CendR NRP1 mod: NRP-1/CendR interaction modulation; O14786; FAM-RPARPAR peptide binding to NRP-1, fluorescence polarization; actives 0.85% (n = 360,000); AID 602438; inhibition, % at 25 µM;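 active = inhibition or corrected inhibition above about 18%, plus a signal ratio from 0.5 to 1.5, limit read from the data, passing the limit was not always enough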; note: strong numbers were not always called active
E coli Lon inh: inhibitors of E. coli Lon protease; P0A9M0; inhibition, % at 7.94 µM; actives 0.42% (n = 360,000); purified E. coli Lon protease, fluorescence polarization; in the data active = inhibition above about 13%, passing the limit was not always enough;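 note: 0% = enzyme with probe and DMSO and 100% = no enzyme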
Target sequence (P0A9M0 whole entry, looked up): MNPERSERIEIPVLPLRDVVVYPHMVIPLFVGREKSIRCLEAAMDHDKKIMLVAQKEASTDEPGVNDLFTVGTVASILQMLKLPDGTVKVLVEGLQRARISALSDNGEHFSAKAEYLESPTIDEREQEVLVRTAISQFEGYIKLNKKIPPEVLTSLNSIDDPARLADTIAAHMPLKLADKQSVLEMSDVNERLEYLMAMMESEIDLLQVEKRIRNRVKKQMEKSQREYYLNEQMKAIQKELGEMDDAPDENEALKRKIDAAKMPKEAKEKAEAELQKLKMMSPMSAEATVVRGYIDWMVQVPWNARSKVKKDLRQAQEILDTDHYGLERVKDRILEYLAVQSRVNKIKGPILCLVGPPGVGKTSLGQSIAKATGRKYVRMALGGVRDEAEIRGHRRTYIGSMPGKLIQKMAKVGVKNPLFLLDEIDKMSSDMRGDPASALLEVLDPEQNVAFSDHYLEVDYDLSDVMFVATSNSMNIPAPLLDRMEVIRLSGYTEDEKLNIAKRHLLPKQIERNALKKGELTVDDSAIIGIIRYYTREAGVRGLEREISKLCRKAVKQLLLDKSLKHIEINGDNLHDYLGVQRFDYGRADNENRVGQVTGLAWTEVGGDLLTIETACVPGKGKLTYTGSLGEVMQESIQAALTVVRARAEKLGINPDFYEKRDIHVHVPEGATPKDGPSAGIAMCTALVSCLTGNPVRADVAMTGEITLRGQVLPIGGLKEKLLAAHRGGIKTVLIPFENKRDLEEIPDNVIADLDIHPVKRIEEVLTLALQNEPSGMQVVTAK
Tb MetRS inh: blocks T. brucei methionyl-tRNA synthetase activity; purified T. brucei MetRS, ATP depletion, Kinase-Glo luminescence; inhibition, % at 11.9 µM; actives 0.4% (n = 360,000);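 active = inhibition above a per-plate cutoff of the control wells' mean inhibition plus 3 SD, cut at about 5.5% in these data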;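 note: 0% = DMSO wells median and 100% = median of wells with control inhibitor compound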
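System: purified T. brucei MetRS enzyme / Detection: Kinase-Glo luciferase luminescence reporting remaining unconsumed ATP / Medium: HEPES buffer with MgCl2, KCl, DTT, spermine, BSA, pyrophosphatase / Replication: singlicate, one well per compound / Evaluation: percent inhibition relative to median high and low control wells / Schedule: 2 h aminoacylation at 25 °C after 15 min preincubation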
MsrA inhibitor: inhibits bovine methionine sulfoxide reductase A | purified bovine MsrA, absorbance read-out | inhibition, % at 15.5 µM | actives 0.75% (n = 360,000) | AID 651718; in the data active = inhibition above about 4.5%;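 note: 0% = vehicle wells with enzyme and 100% = reference inhibitor wells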
SKN-1 block: blocks SKN-1 activity in C. elegans. C. elegans VP596 Pgst-4::GFP/RFP ratio, acrylamide-induced, 24 h. inhibition, % at 21.8 µM. actives 0.49% (n = 360,000);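 active = interference check ratio from 0.5 to 1.5 plus GFP to RFP signal ratio inhibition reaching or exceeding a fixed threshold, cut at about 30% in these data, passing the limit was not always enough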; note: some compounds called inactive have numbers as strong as hits
FAS TE block: FAS thioesterase (human) inhibition; P49327; recombinant FAS-TE, OMFH fluorogenic substrate, fluorescence endpoint; inhibition, % at 15 µM; actives 0.67% (n = 360,000); AID 602261;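 active = compounds whose normalised, plate-corrected inhibition of enzyme fluorescence in the single-dose primary screen is 50% or more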;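 note: 0% = DMSO with enzyme and 100% = substrate without enzyme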
bovine MsrA act: bovine methionine sulfoxide reductase A activation | purified bovine MsrA, absorbance read-out | activation, % at 10.6 µM | actives 0.3% (n = 360,000) | AID 602163; in the data active = activation above about 7.5%;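 note: 0% = vehicle and 100% = reference activator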
MT1-MMP act inh: blocks activation of human MT1-MMP; P50281; HT1080 RFP-PRO-GFP cells, GFP/RFP ratio fluorescence, overnight; percent of plate control window, DMSO zero; GFP/RFP ratio change, % at 20 µM; actives 0.061% (n = 360,000); AID 651647;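 active = GFP/RFP ratio change of at least 30% with cell ATP level not reduced by more than half and red fluorescence within 50% of control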; note: strong numbers were not always called active
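Assay system: HT1080 RFP-PRO-GFP cells | Dosing: 20 µM single dose, 1% DMSO | Incubation: Cells overnight before dosing, compound overnight, 37 °C, 5% CO2 | Evaluation: GFP/RFP fluorescence ratio | Control set: DMSO-only wells and HT1080 RFP-L50D-GFP cell wells as references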
PABP1 MLLE inh: blocks PAM2 peptide binding to the PABP1 MLLE domain; AID 588489; actives 0.36% (n = 360,000); GST-MLLE / FITC-PAM2 fluorescence polarization; P11940; inhibition, % at 20 µM; in the data active = inhibition above about 35%, passing the limit was not always enough;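 note: plate controls were DMSO wells with GST-MLLE for no effect and wells lacking GST-MLLE protein for full effect; some results filed as inactive read as strong as hits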
* marks the source's active call; other numbers are inactive results; i = inactive; . = not tested or not shown.

SMILES | CendR NRP1 mod | E coli Lon inh | Tb MetRS inh | MsrA inhibitor | SKN-1 block | FAS TE block | bovine MsrA act | MT1-MMP act inh | PABP1 MLLE inh
COc1ccc(NC(=O)Nc2c[nH]c(=O)[nH]c2=O)cc1OC | 6 | 0 | -0.5 | 0.4 | 4 | -4 | -2 | -5 | 9
COc1ccc(Cc2nnc(Nc3ccc4c(c3)OCCO4)[nH]c2=O)cc1 | 11 | 1 | 1.7 | -1.1 | 19 | -23 | -2 | 2 | -2
Cc1cccc(-c2noc(CN(C(=O)c3ccc4c(c3)OCO4)C(C)C)n2)c1 | -11 | -5 | -1.5 | 0.8 | -15 | 15 | -2 | 6 | -1
Cc1ccc(CNC(=O)CSc2nc3ccsc3c(=O)n2Cc2ccc(C(=O)O)cc2)cc1 | 8 | -3 | -0.3 | 1.0 | -5 | -8 | -6 | 1 | -1
Cc1noc(C)c1C(=O)Nc1cccc2ncccc12 | 5 | -1 | 0.2 | -2.1 | -29 | -2 | 7 | 1 | -5
Cc1onc(-c2ccccc2Cl)c1C(=O)OCC(=O)Nc1cccc(S(=O)(=O)N2CCOCC2)c1 | -4 | -6 | -0.9 | 0.3 | -5 | 6 | -2 | 2 | -8
C[C@@H]1CN([C@@H](C)CO)S(=O)(=O)c2ccc(Br)cc2O[C@H]1CN(C)C(=O)C1CCC1 | 2 | -1 | -0.8 | -0.6 | -13 | -6 | -2 | 1 | 1
O=C(CSc1nnc(-c2ccccc2Cl)o1)Oc1ccc(Br)cc1 | 7 | -2 | -0.1 | 1.0 | -15 | 3 | -5 | -1 | -63
COc1ccc(OC)c(CNC(=O)CCCn2ccc3cc(S(=O)(=O)N4CCCC4)ccc32)c1 | 6 | -4 | -0.4 | 2.1 | -6 | 8 | -10 | 7 | 15
O=C(Nc1ccc(S(=O)(=O)N2CCCC2)cc1)c1ccc([N+](=O)[O-])cc1 | -2 | -6 | -0.7 | -0.1 | -3 | 3 | -2 | 0 | -1
O=C(COc1ccc(-n2cnnn2)cc1)N1CCN(c2ccc(F)cc2)CC1 | -9 | -3 | -0.9 | 0.2 | -13 | 17 | -7 | 4 | -10
Cc1ccc(S(=O)CCNC(=O)Cc2ccccc2)cc1 (stereo not drawn) | -14 | -5 | 0.5 | -0.1 | 4 | -1 | -2 | -5 | -5
COc1ccc(/C=N/Nc2cc(C)nc(N3CCOCC3)n2)cc1 | 1 | 0 | -0.5 | 0.2 | 2 | 9 | -3 | -1 | -6
O=C(CCN1CCCC1)c1cccs1 | -11 | 10 | -0.3 | -0.7 | 24 | -4 | -1 | -2 | 24
O=C(O)CC1(CC(=O)NCc2ccccn2)CCCCC1 | -10 | 5 | -0.1 | -0.1 | -8 | -3 | -2 | 0 | -17
Cc1ccc(C)c(C(Nc2ccccc2)c2ccc3ccc(C)nc3c2O)c1 (stereo not drawn) | -13 | . | -1.4 | 0.2 | 9 | . | . | 8 | .
CCOc1ccccc1-c1c2cc(O)c(=O)cc-2oc2cc(O)c(O)cc12 | 121 | 176* | -0.1 | . | 52 | -161 | -10 | -27 | i
O=c1c(Cl)c(Nc2cccc(Cl)c2)cnn1-c1nc2ccccc2s1 | -11 | -8 | 0.1 | 3.6 | 10 | 10 | -4 | 3 | -15
Cc1cc(C(=O)Nc2cccnc2)no1 | -6 | -1 | -1.1 | . | -2 | -7 | -11 | -2 | -7
O=C(O)C(Cc1c[nH]c2ccccc12)NS(=O)(=O)c1ccc2ccccc2c1 (stereo not drawn) | -13 | 1 | -0.1 | -0.8 | -10 | 2 | -2 | 3 | -13
COCCN(C(=O)COC(=O)C12CC3CC(CC(C3)C1)C2)c1c(N)n(Cc2ccccc2)c(=O)[nH]c1=O | 10 | -2 | -0.3 | -0.2 | 5 | 8 | -2 | -3 | 14
Cc1ccc(S(=O)(=O)N2CCN(C(=O)c3n[nH]c4ccccc34)CC2)cc1 | 0 | 8 | -0.4 | -0.7 | 16 | -6 | -1 | 6 | 21
O=C(c1ccc(Cl)s1)N1CCN(c2ncccn2)CC1 | -8 | 2 | -0.4 | 0.2 | 0 | -1 | -2 | -1 | -13
OC(c1cccc(Cl)c1)c1nc(-c2ccc3c(c2)OCO3)cs1 (stereo not drawn) | -1 | 4 | -0.2 | -0.1 | 9 | 25 | -8 | 2 | -1
Cc1cccc(Oc2ccc(NC(=O)C3=CC=CN4CCS(=O)(=O)N=C34)cc2)c1 | 21 | -2 | -0.5 | -0.3 | 2 | 24 | -4 | 9 | 9
CCCNC(=O)C12CCC(C)(C(=O)O1)C2(C)C (stereo not drawn) | -16 | -5 | 0.5 | -0.7 | 17 | -4 | -1 | 1 | 12
CCN(CC)c1ccc(CC(=O)NC(C)Cc2ccccc2)cc1 (stereo not drawn) | -2 | -7 | -0.3 | -0.9 | 15 | -4 | 1 | 1 | 8
O=C(Nc1ccc([N+](=O)[O-])cn1)C1CC1 | -2 | 9 | 0.1 | 3.9 | 5 | -6 | -4 | 1 | -1
O=S(=O)(c1ccc(Cl)cc1)N1CCCC1c1nc2ccccc2s1 (stereo not drawn) | 3 | -5 | -0.7 | 2.2 | -6 | 20 | -2 | -5 | 1
CCCS(=O)(=O)N1CCN(Cc2ccc3c(c2)c2ccccc2n3CC)CC1 | -10 | 3 | 0.2 | 1.2 | -4 | 19 | 1 | -1 | 1

Record cards (already shown). Order of values: CendR NRP1 mod, E coli Lon inh, Tb MetRS inh, MsrA inhibitor, SKN-1 block, FAS TE block, bovine MsrA act, MT1-MMP act inh, PABP1 MLLE inh
Profile of COCCN(C(=O)COC(=O)C12CC3CC(CC(C3)C1)C2)c1c(N)n(Cc2ccccc2)c(=O)[nH]c1=O = 10, -2, -0.3, -0.2, 5, 8, -2, -3, 14
Profile of O=C(O)C(Cc1c[nH]c2ccccc12)NS(=O)(=O)c1ccc2ccccc2c1 (stereo not drawn) = -13, 1, -0.1, -0.8, -10, 2, -2, 3, -13

Next entries follow:
SMILES | CendR NRP1 mod | E coli Lon inh | Tb MetRS inh | MsrA inhibitor | SKN-1 block | FAS TE block | bovine MsrA act | MT1-MMP act inh | PABP1 MLLE inh
O=C(N/N=C/c1cn[nH]c1-c1ccccc1)c1ccco1 | 9 | 0 | -1.1 | 0.7 | 0 | -7 | -9 | -2 | -6
S=C1NC[C@H](Cc2ccccc2)N1CC1CCN(CCCC2CCCC2)CC1 | 5 | -4 | -0.1 | -0.3 | -7 | -8 | -2 | 0 | -38
CN(C)CCN(C(=O)c1ccccc1Cl)c1nc2c(Cl)cccc2s1 | 8 | -12 | -1.6 | -0.3 | -2 | 16 | -8 | 1 | 4
COc1cc(/C=C2/C(=N)N3C=CSC3=NC2=O)ccc1OCCOc1ccc(NC(C)=O)cc1 | -8 | -5 | -0.6 | 0.2 | 3 | -7 | -4 | 1 | -14
O=C(CCN1C(=O)c2ccccc2C1=O)Nc1ccccc1C(=O)N1CCOCC1 | 18 | 5 | -0.5 | -0.6 | 15 | -9 | 0 | 6 | 25
C=CCc1c(C)nc2c(C)cccc2c1SC(=N)N | 0 | 13 | -1.1 | -0.4 | 19 | -3 | -4 | 1 | 3
COc1ccc(NC(=S)Nc2ccc(N(C)C(C)=O)cc2)cc1 | 10 | -2 | -0.2 | 2.5 | -6 | -2 | -2 | 6 | -2
O=C(NC1CCCCC1)C(c1ccc(O)cc1)N(CC1CCCO1)C(=O)C1COc2ccccc2O1 (stereo not drawn) | -6 | 1 | -0.7 | 3.0 | 2 | 1 | 7 | 7 | 8
CCn1cc(C(=O)NCCCN2CCCC(C)C2)c(=O)c2cc(S(=O)(=O)N3CCOCC3)ccc21 (stereo not drawn) | -10 | 1 | -0.4 | 0.8 | 13 | -5 | -2 | 6 | -24
CC1(NC(=O)Cc2csc(-c3ccc(Cl)cc3)n2)CCS(=O)(=O)C1 (stereo not drawn) | -15 | 0 | -0.2 | -0.2 | -8 | -5 | -3 | -4 | -20
COc1ccc(C(=O)C[n+]2ccc(C)cc2)cc1 | 1 | -6 | 1.0 | 1.6 | 1 | -15 | -2 | 1 | 0
COCCNC(=S)N1CCN(Cc2cccc(OC)c2)CC1 | -7 | -4 | 0.2 | -0.3 | -17 | -6 | -3 | -1 | -108
COCCCn1c(SCC(=O)Nc2cccc(C)n2)nnc1-c1ccco1 | -9 | -1 | 0.2 | -1.4 | 9 | -3 | -1 | -2 | 11
CC1CCN(C(=O)Cn2cnc3c2c(=O)n(C)c(=O)n3C)c2ccccc2S1 (stereo not drawn) | 6 | 1 | 0.3 | -1.6 | 2 | -11 | -3 | -5 | 6
CC(C)(C)C(=O)CC(=O)Nc1ccc(Cl)c(N)c1 | 7 | 0 | 1.0 | -0.2 | 2 | -6 | -2 | -3 | 4
O=C(NCCc1c[nH]c2ccccc12)c1cccc(S(=O)(=O)Nc2ccccc2Cl)c1 | -10 | 2 | 0.1 | 0.1 | 2 | 3 | -4 | 1 | 3
CCCNC(=O)c1onc(CSc2ccncc2)c1C(=O)NCCC | 19 | -1 | 0.0 | -1.7 | -10 | -12 | -7 | -3 | 4
O=C(OC1CC2CC1[C@H]1CCCCN1C2=O)N1CCOCC1 (stereo partly drawn) | 6 | 1 | -0.3 | -1.3 | 2 | -10 | 4 | 2 | .
CCOc1ccc(NC(=O)C2CC(=O)N(CCc3ccccc3)C2)cc1OC (stereo not drawn) | 7 | -1 | -0.2 | -0.9 | -12 | -8 | -1 | -4 | 1
CCOC(=O)N1CCN(C2CC(=O)N(c3ccc(C)cc3)C2=O)CC1 (stereo not drawn) | 2 | -5 | -1.8 | -0.2 | 0 | -6 | -11 | -1 | -8
CCN(CC)CCn1c2c(c(SCC(=O)Nc3ccc(C(C)C)cc3)nc1=O)CCCC2 | -1 | -3 | -0.4 | 0.1 | -14 | 2 | -9 | 2 | 14
CCCn1c(N)c(C(=O)CSc2nc(C)cs2)c(=O)[nH]c1=O | 2 | 1 | -1.0 | -0.6 | -2 | -5 | -5 | 2 | 8
COc1ccc(CC(NC(C)=O)C(=O)N2CCN(C(=O)Nc3ccc(Cl)cc3)CC2)cc1OC (stereo not drawn) | -10 | -2 | -0.2 | 1.0 | -1 | -3 | -3 | -3 | 11
O=C1c2ccccc2S(=O)(=O)N1CC(O)Cn1c2ccccc2c2ccccc21 (stereo not drawn) | -2 | 6 | -1.8 | 2.5 | -24 | 17 | -12 | . | -10
COc1ccc(S(=O)(=O)N2CCN(C(=O)COc3ccccc3)CC2)cc1 | 4 | 3 | -0.8 | 0.2 | -12 | -3 | -6 | 0 | -5
Cc1cc2c(=O)[nH]cnc2s1 | 43* | 0 | 0.1 | 0.7 | 4 | -6 | -2 | 3 | 4
CC1(C(=O)NS(=O)(=O)c2cccc(C#N)c2)CCN1C(=O)C1(c2ccccc2)CC1 (stereo not drawn) | -3 | 2 | -0.1 | -0.2 | 6 | -6 | -2 | 0 | 1
Cc1ccc(S(=O)(=O)N2CCCCC2)cc1NC(=O)CSc1nncn1-c1ccccc1 | 4 | -9 | -0.9 | -0.2 | 7 | -6 | -14 | . | -24
COc1ccc(COc2cc(-c3cccc(OC)c3)nc3ccc(NC(=O)c4ccccc4)cc23)cc1 | -3 | -7 | 0.0 | -0.4 | 5 | 36 | -4 | 5 | 7
CC(=O)COc1ccc(-c2csnn2)cc1 | 6 | 3 | -0.4 | 2.6 | -2 | -3 | -3 | -1 | 17
